TLR4 MyD88 comp: blocks binding of human TLR4 to MyD88. HeLa CL3-4 TLR4/MyD88 BLA complementation, FRET ratio. inhibition, % at 8.4 µM. 0.18% of 200,000 active; in the data active means inhibition above about 25%;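 further: 0% = vehicle and 100% = reference inhibitor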
PPARg SRC-3 ag: promotes SRC-3 coactivator recruitment by human PPARgamma; P37231; biochemical PPARgamma/SRC-3 coactivator recruitment assay; activation, % at 8 µM; 0.26% of 200,000 active; AID 731; in the data active means activation above about 23%;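 further: 0% = DMSO and 100% = reference agonist; some compounds past the cut are filed as inactive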
STAT1 inh: inhibitors of IFN-gamma induced STAT1 signaling; inhibition, % at 5.5 µM; NIH 3T3 STAT1-luciferase reporter, luminescence; 0.35% of 200,000 active; AID 920;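 active means inhibition above a set limit, the mean inhibition across all tested compounds plus 3 SD, cut at about 34% in these data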;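 further: 0% = IFN-gamma with DMSO and 100% = IFN-gamma with 300 µM nifuroxazide; values of inactives mirror those of a sister screen read the other way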
STAT3 blocker: reduces IL-6 driven STAT3 reporter signal; U3A cells, IL-6 STAT3-luciferase reporter, luminescence; host cell line lacks STAT1; inhibition, % at 5.5 µM; 0.89% of 190,000 active;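 active means inhibition above the mean inhibition across all screened compounds plus 3 SD, cut at about 44% in these data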;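 further: 0% = DMSO only wells and 100% = 100 µM nifuroxazide control wells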
PPARg SRC1 recr: agonists of human PPARgamma SRC-1 coactivator recruitment. AID 631. activation, % at 8 µM. 0.41% of 200,000 active. P37231. PPARgamma-SRC-1 coactivator recruitment biochemical assay; in the data active means activation above about 19%;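 further: 0% = DMSO and 100% = reference agonist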
TR-FRET SRC-2 ct: TR-FRET artefact, counter-screen to PPARgamma/SRC-2 agonist assay. TR-FRET ratio at 8 µM. stronger effect = higher value. 0.4% of 200,000 active; in the data active means TR-FRET ratio above about 2000; further: inactives centre near 1500; reference of the scale not given here
RAM inhibit: yeast RAM network inhibition | S. cerevisiae dse1pr::URA3 reporter, 5-FOA growth OD615, 2 d; analog-sensitive cbk1-as2 kinase mutant strain | inhibition, % at 50 µM | 1.8% of 190,000 active | AID 868;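 active means inhibition above a set limit, 3 SD over mean compound inhibition, cut at about 8.4% in these data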;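 further: 0% = DMSO-only wells with no growth and 100% = 10 µM 1-NA-PP1 full growth; inhibition rescues growth on 5-FOA so higher OD means more RAM inhibition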
STAT3 activator: activators of IL-6 induced STAT3 signaling; U3A cells, IL-6 STAT3-luciferase reporter, luminescence; 100% = signal with IL-6 EC80 alone; activation (% of control), % at 5.6 µM; 0.91% of 190,000 active; AID 871;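 active means activation above the screen-wide mean of compound activation plus 3 SD, cut at about 130% in these data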;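 further: 0% = background luminescence of wells with medium and substrate only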
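Material: human U3A cells carrying STAT3-luciferase construct. Measured by: reporter luminescence signal. Timing: compound 1 h, then IL-6 6 h at 37 °C.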
ROMK primary: human ROMK K+ channel modulation, primary screen; Tet-inducible ROMK, thallium flux fluorescence; actives lie on both sides; B-score at 10 µM; 2% of 130,000 active; AID 1918;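 active means signal ratio slope over the read window, or its plate-corrected B-score, at least 3 SD from the plate mean, either direction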;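 further: B-score of the F/F0 ratio slope over 7 to 12 s after thallium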
PPARg SRC-2 ag: PPARgamma-driven SRC-2 recruitment agonism. P37231. PPARgamma LBD-SRC-2 recruitment, biochemical. activation, % at 8 µM. 0.34% of 200,000 active. AID 1032; in the data active means activation above about 22%;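 further: 0% = vehicle and 100% = reference agonist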
S1P3 antagonist: S1P3 (human) receptor antagonism | Q99500 | CHO S1P3 NFAT-BLA reporter, FRET fluorescence, antagonist mode | inhibition, % at 4.98 µM | 0.27% of 170,000 active | AID 485;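 active means inhibition above the plate cutoff, the mean inhibition of test wells on that plate plus 3 SD, cut at about 28% in these data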;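 further: cells challenged with S1P at its EC80 of 0.8 µM; blue over green emission ratio from cleaved BLA substrate after 4 h stimulation; 0% = S1P-stimulated wells and 100% = unstimulated DMSO-only wells; some compounds past the cut are filed as inactive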
The depositor's hits bear a star; / = not tested or not shown; & = joins results of further samples.

Every second line gives: TR-FRET SRC-2 ct	STAT1 inh	PPARg SRC-3 ag	PPARg SRC-2 ag	STAT3 activator	ROMK primary	STAT3 blocker	PPARg SRC1 recr	RAM inhibit	S1P3 antagonist	TLR4 MyD88 comp
1: CCN(CC)C(=O)c1nn(-c2ccccc2)c2c1C1CCC2(C)C1(C)C (configuration not stated)
 : 1594	0	3	14	98	0.11	2	4	2.4	-4	-3
2: CCOC(=O)Cc1csc(NS(=O)(=O)c2ccc(F)cc2)n1
 : 1378	-7	-3	1	107	/	-2	-2	-0.4	/	-2
3: CC(NC(=O)CCn1c(=S)[nH]c2ccsc2c1=O)c1ccccc1 (configuration not stated)
 : 1324	-3	-3	-8	96	0.42	6	0	0.8	-12	3
4: CCc1cc2ccccc2nc1SCC(=O)Nc1cc(C)on1
 : 1672	8	13	5	111	/	-6	3	5.2	-3	0
5: Cc1ccccc1C(=O)Nc1cccc(C(=O)N/N=C/c2cc(Cl)cc([N+](=O)[O-])c2O)c1
 : 1529	0	-1	4	101	1.7	11	-6	2.6	7	5
6: CSc1nc2cc(Cl)ccc2s1
 : 1566	-11	-11	-10	93	-0.27	12	2	1.6	4	2
7: O=C(Nc1ccc2c(c1)OCO2)c1ccc2nc[nH]c2c1
 : 1554	-27	-4	8	97	-0.63	10	-1	-0.1	/	-4
8: CCNC(=S)N1CCc2cc(OC)c(OC)cc2C1COc1ccc(F)cc1 (configuration not stated)
 : 1586	3	6	-1	109	-1.8	-6	-4	2.5	14	1
9: COc1cccc(/C=N/NC(=O)c2cc3cc([N+](=O)[O-])ccc3s2)c1O
 : 1446	-8	-1	2	99	-0.067	1	-4	2.9	-14	1
10: O=C(CN1CCN(Cc2ccccc2)CC1)Nc1ccccc1-c1ccccc1
 : 1279	7	-1	-14	108	-3.7*	-4	-8	-0.6	-2	-9
11: O=C(Oc1ccc(Cl)cc1)c1ccc2nccnc2c1
 : 1449	0	3	8	103	0.51	-4	4	1.3	/	-5
12: COc1cc(S(=O)(=O)NCCOC23CC4CC(CC(C4)C2)C3)c(OC)cc1Cl
 : 1489	6	5	0	89	/	15	-2	5.0	-4	-4
13: COc1cc(C)c(Cl)c(C)c1S(=O)(=O)NC1CC(C)(C)NC(C)(C)C1
 : 1391	-7	2	0	102	-2.6*	10	3	1.0	-6	4
14: CC(/C=N/n1c(-c2ccc(Cl)cc2)n[nH]c1=S)=C\c1ccco1
 : 1570	-1	9	6	103	/	-8	-4	3.4	9	9
15: O=C(O)c1ccc(Cl)c(S(=O)(=O)NCC2CCCO2)c1 (configuration not stated)
 : 1714	7	-3	15	97	-0.31	11	3	0.0	/	-3
16: CC(=O)C1=C(O)C(=O)N(c2ccc(Br)cn2)C1c1ccc(F)cc1 (configuration not stated)
 : 1474	-9	2	3	102	-1.7	6	15	3.1	-6	5
17: CC1CC(C)(C)NC(=S)N1CCCC(=O)Nc1ccc(Br)cc1 (configuration not stated)
 : 1371	4	3	2	111	-0.06	-5	10	0.4	-11	10
18: CCOc1ccc(/C=N/NC(=O)Nc2ccccc2)cc1
 : 1708	-69	3	2	102	-0.51	0	1	2.6	-7	-2
19: CCOC(=O)N1CCN(CCC(=O)Nc2cccc(Br)c2)CC1
 : 1606&1314	14&-2	-3&-2	-13&5	109&98	0.73	-7&6	-3&4	0.2&-0.3	5	4&1
20: O=[N+]([O-])c1cc(S(=O)(=O)Nc2cccc(Cl)c2)ccc1N=Nc1c(O)[nH]c2ccccc12
 : 1454	1	-1	4	84	0.62	24	8	8.0	7	6
21: CCOC(=O)c1ccc(NC(=O)COC)cc1
 : 1475	-6	-3	3	113	/	-11	1	1.6	11	17
22: Cc1cccc(NC(=S)NCc2ccco2)c1C
 : 1481	-10	-2	-3	108	-0.42	-7	-3	0.5	-6	-12
23: COc1cc(NC(=O)CN2CCN(c3ccccc3F)CC2)cc(OC)c1
 : 1459	5	-6	5	106	/	0	-6	2.4	26	12
24: O=c1c2c3c(sc2n(CCN2CCOCC2)c(=O)n1Cc1ccco1)CCCCC3
 : 1546	9	1	0	101	/	5	0	0.3	9	10
25: Cc1nc2c3cc(Cl)ccc3n(CCN3CCCCC3)c2s1
 : 1386	-1	2	2	106	-2.3	0	-4	1.1	/	-2
26: COc1ccc(C(=O)NCC(=O)OCC(=O)N2CCN(S(=O)(=O)c3ccccc3)CC2)cc1
 : 1547	-9	5	-2	105	/	-4	6	0.0	15	-17
27: NS(=O)(=O)c1ccc(NC(=O)c2cc(-c3cccs3)nc3ccccc23)cc1
 : 1550	-7	2	13	101	/	2	6	7.7	0	12
28: O=C(Nc1nnc(-c2ccc(Cl)cc2)o1)c1ccc(N2C(=O)CCC2=O)cc1
 : 1414	5	-2	0	107	1.1	-5	-4	4.4	4	15
29: COc1ccc(N=C2S/C(=C\c3ccc(C)o3)C(=O)N2CC(C)C)cc1
 : 1780	8	9	5	95	0.39	7	7	11*	/	2
30: O=C(CSc1nc2[nH]ncc2c(=O)[nH]1)Nc1nccs1
 : 1602	-4	3	1	102	1.9	4	4	4.0	-12	-3
31: Cn1c(N2CCOCC2)c(/C=N/O)c2ccccc21
 : 1581	7	2	1	106	0.54	-5	0	0.2	-15	-16
32: Cc1oc(C(C)(C)C)cc1C(=O)Nc1cccc(C(=O)O)c1
 : 1502	-22	-3	-1	110	0.00066	-6	2	3.9	/	1
33: O=C(NCCc1ccccn1)c1cccc(S(=O)(=O)N2CCCCCC2)c1
 : 1726	5	4	13	97	-0.46	4	4	0.5	/	-17
34: C=CCNC(=S)Nc1nc2c(cc1C(=O)OCC)CCCC2
 : 1734	-12	4	-8	93	0.57	6	5	3.6	-3	-14
35: O=C(c1ccccc1F)N1CCC(N2CCCCCC2)CC1
 : 1666	0	-3	3	98	0.82	5	1	0.0	/	1
36: Cc1nc2ccccc2cc1C(=O)N/N=C/c1cccc([N+](=O)[O-])c1
 : 1242	-10	2	0	108	0.38	0	-6	0.1	-27	1
37: CC(=O)N1CCN(c2ccc(NC(=S)NC(=O)c3ccccc3)cc2)CC1
 : 1643	2	0	-4	94	/	10	-5	2.8	17	-8
38: Cc1cc(NC(=O)Nc2ccc(F)cc2F)n(C)n1
 : 1597	8	2	4	103	0.26	-2	4	-0.8	-17	-7
39: CCCCN(C(=O)CSc1nnc2ccccn12)c1c(N)n(Cc2ccccc2)c(=O)[nH]c1=O
 : 1616	4	3	8	99	0.56	1	0	0.8	-6	16
40: O=C(CSCc1cnn(-c2ccccc2)c1-n1cccc1)NCc1ccc2c(c1)OCO2
 : 1520	4	7	8	98	/	6	-6	11*	3	-16
41: Cc1nc(NCC2CCCO2)[nH]c(=O)c1CCC(C)C (configuration not stated)
 : 1528	13	11	6	94	-0.097	9	12	2.1	-14	-5
42: Cc1oc(-c2ccccc2F)nc1CN1CCC(C(=O)NCCC2=CCCCC2)CC1
 : 1584	3	2	4	90	-5.4*	14	3	2.5	12	-13
43: C=CCNC(=O)c1cccc(NS(=O)(=O)c2ccc(Cl)cc2)c1
 : 1503	-7	-2	-15	99	0.52	5	1	0.8	6	-12
44: CCOc1cccc2c1OC1(C)CC2NC(=O)N1c1ccc(OC)cc1 (configuration not stated)
 : 1379	-1	12	-1	102	0.68	5	7	-1.4	-6	-9
45: CCOC(=O)c1ccc(N2C(=O)CC(NC3CCN(C(=O)c4ccc(F)cc4)CC3)C2=O)cc1 (configuration not stated)
 : 1509	-4	12	11	99	-0.016	5	0	1.9	-8	-1
46: CC(=O)c1sc(NC(=O)C2COc3ccccc3O2)nc1C (configuration not stated)
 : 2016*	20	28*	27*	43	/	74*	20*	-0.6	-10	-12
47: NS(=O)(=O)c1ccc(NC(=O)CSc2nnc(COc3ccccc3Cl)n2C2CC2)cc1
 : 1584	-1	-4	8	99	0.1	0	1	9.5*	/	-11
48: O=C(CCCN1C(=O)/C(=C/c2cccs2)SC1=S)Nc1cccc(C(=O)O)c1
 : 1511	5	6	13	100	-0.13	1	0	2.1	0	-16
49: CN1C(=O)NC(c2ccccc2)C2=C1CN(c1cccc(C(F)(F)F)c1)C2=O (configuration not stated)
 : 1585	-7	-1	3	93	/	13	-4	0.5	-24	-8
50: CSc1nc(N(C)NC(=O)c2ccccc2)c2ccccc2n1
 : 1635	-3	-1	-1	93	/	15	5	1.4	/	-4
51: CN(C)/C=C/C(=O)/C=C/c1ccc(Cl)cc1Cl
 : 1557	-27	0	5	95	-1.3	9	2	3.6	1	6
52: CC(C)CNC(=O)c1noc2c1CCCC2
 : 1597	-3	2	-6	114	/	-18	-1	-0.2	-24	-11
53: CCC(=O)N(Cc1ccccc1)c1ccccn1
 : 1542	-9	1	-1	101	-0.16	4	-3	1.4	/	-1
54: On1c(-c2ccccc2)nc2ccc(Cl)cc21
 : 1614	-8	11	13	115	/	-11	10	0.4	/	-2
55: CN(C)S(=O)(=O)c1cccc(COC(=O)C2=COCCO2)c1
 : 1563	-7	-6	4	99	-0.43	4	-2	0.7	-11	-4
56: CC(C)CNC(=O)CSc1nc(-c2cccs2)cc(C(F)(F)F)n1
 : 1495	4	1	5	93	-0.12	10	1	3.3	/	1
